Dynein cargo inh = blocks dynein driven cargo transport along microtubules. 0.47% of 220,000 active. 3617.4 mouse cells, GR-EGFP nuclear translocation imaging; test concentration mostly 20 µM; stimulated with dexamethasone, 1 µM; active compounds read low. z-score, hits read low;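 active means plate z-score of nuclear minus cytoplasmic receptor signal below a set negative limit, without overly bright fluorescence or cell loss, cut at about -3.5 in these data, passing the limit was not always enough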;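 further: z-score of nuclear minus cytoplasmic ring GR-EGFP intensity difference per well; some compounds called inactive have numbers as strong as hits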
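Buffer or medium: Induction medium lacking tetracycline, stripped serum | Also added: Dexamethasone agonist, 1.0 µM final, for 30 min | Timing: 48 h induction, 1 h compound, 30 min dex at 37 °C | Detection: Formaldehyde fixation, Hoechst nuclear stain, 10x automated fluorescence imaging | Measure: Nuclear versus cytoplasmic GR-EGFP signal, averaged per well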
Myeloid diff 2 = promotes myeloid progenitor differentiation; ER-HoxA9 myeloid progenitors, lysozyme-GFP differentiation, flow cytometry; calls only at 10 µM; 1% of 360,000 active; AID 624256;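 active means normalized GFP-positive differentiation at or above the plate's own cutoff, the solvent-only control mean plus 3 SD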;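 further: cells exposed to compound for four days before flow analysis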
MT stabilize HCS = microtubule stabilization, imaging screen; 0.83% of 200,000 active; AID 2205; HeLa tubulin immunostaining HCS, 24 h; share of cells brighter than vehicle mean+2SD; % tubulin-high responders, % at 10 µM;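 active means plate Z-score above 3 for both tubulin-high and condensed-nucleus cell shares, with cell loss under 80%, at 10 µM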;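 further: anti alpha tubulin signal scored within the nucleus-defined area of each cell; some results filed as inactive read as strong as hits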
PMI inhibitors = inhibitors of human PMI, primary screen, biochemical, fluorescence intensity, coupled assay (AID 1209). purified PMI enzyme, coupled fluorescence intensity; higher % means a stronger effect. 0.42% of 190,000 active. inhibition, % at 20 µM, or IC50 in µM where a hit was titrated; in the data active means inhibition above about 50%;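 further: plate controls were DMSO vehicle for no effect and wells lacking substrate for full effect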
TNAP activation fold = stimulation of alkaline phosphatase TNAP activity – biochemical, luminescent, no phosphate acceptor, uHTS, primary screen (AID 1001) | purified TNAP, luminescent activation assay, no phosphate acceptor; higher activation fold means a stronger effect | activation fold at 20 µM, or EC50 in µM where a hit was titrated | 0.03% of 200,000 active; in the data active means activation fold from about 3, or a potency from the dose series; inactive means the rest, 99 in 100 with activation fold below about 1.6; further: many of its hits are not listed in these tables
b-catenin transl = beta-catenin nuclear translocation modulation | nuclear translocation activity, % at 5 µM | 0.3% of 190,000 active | AID 1665 | HeLa beta-catenin nuclear translocation, immunofluorescence imaging;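 active means nuclear translocation activity above 50% at 5 µM, with a well cell count of 50 or more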;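 further: per-cell ratio of nuclear to cytoplasmic median beta-catenin stain intensity; plate controls were DMSO negative control for no effect and GSK-3 inhibitor IX positive control for full effect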
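Signal – beta-catenin immunofluorescence imaging with DAPI · Test system – human HeLa cell line · Dosing – 5 µM primary single dose, 0.1% DMSO, 0.02–20 µM confirmation series · Measure – % activation, nuclear-to-cytoplasmic median beta-catenin signal ratio per cell · Incubation – 24 h compound exposure at 37°C, 5% CO2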
Lipid droplet = modulators of hepatic lipid droplet formation; AML12 mouse hepatocytes, oleate lipid droplets, BODIPY imaging; inhibition, % at 6.5 µM; 0.4% of 240,000 active; AID 1656;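 active means lipid droplet intensity inhibited by at least 50%, with more than 500 cells counted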
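Technique: fluorescence imaging, 20x objective, two fields per well / Assay system: AML12 hepatocytes (mouse) / Measure: % inhibition of lipid droplet signal / Doses: 6.5 µM single-point dosing / Incubation: overnight exposure / Reagent: 100 µM oleic acid challenge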
T cell modulator = modulates CD8 T cell binding to vesicles; 0.068% of 330,000 active; calls only at 7 µM; 2C CD8+ T cell-vesicle binding, flow cytometry; active compounds read low;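 active means response, share of CD8 T cells binding vesicles, and their 90th percentile fluorescence all below set limits, cut at about 80% in these data, passing the limit was not always enough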
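Test system: purified 2C TCR transgenic mouse naive CD8+ T cells. Probe or stimulus: QL9-peptide-loaded Drosophila micro-vesicles bearing Ld, ICAM-1 and B7-1. Incubation: binding step 1.5 h, 37 °C, antibody labelling 20 min, ice. Measured by: flow cytometry of vesicle-bound cells.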
Ins promoter up = MIN6 insulin promoter up-regulation | z-score at 5 µM | 0.3% of 190,000 active | AID 1625 | MIN6 insulin promoter-GFP reporter, high-content imaging; active compounds read high;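 active means z-score above 3 at 5 µM with at least 500 cells counted in the well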
Dynein cargo inh cytoplasmic EGFP = second read-out of Dynein cargo inh, no call of its own (marks repeat the call); z-score; measured here: cytoplasmic GR-EGFP intensity; active compounds read high
Dynein cargo inh nuclear GR-EGFP = second read-out of Dynein cargo inh, no call of its own (marks repeat the call); z-score; measured here: nuclear GR-EGFP intensity;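 lower value marks the stronger effect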
Dynein cargo inh cell count = recorded beside Dynein cargo inh, whose call it bears; z-score; measured here: cell count per field
Ins promoter up cell count = further read-out of Ins promoter up, marked with its call; cell count; measured here: cytotoxicity, nuclei count;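 total cells summed across four imaged fields per well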
Lipid droplet cells 6.5 µM = recorded beside Lipid droplet, whose call it bears; cell count; measured here: cell count, cytotoxicity flag;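 cells counted across two imaged fields per well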
b-catenin transl cell count 5 µM = also measured in b-catenin transl; calls as there; cell count; measured here: cell count, cytotoxicity flag
T cell modulator vesicle-bound % = also measured in T cell modulator; calls as there; double positive events, %; measured here: CD8+ vesicle-bound cell fraction;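 binding gate set so that unloaded-vesicle control wells show 10% double positive cells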
MT stabilize HCS Hoechst-high % = further read-out of MT stabilize HCS, marked with its call; % Hoechst-high responders; measured here: nuclear condensation Hoechst responders;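 share of cells brighter than vehicle mean plus two SD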
MT stabilize HCS cytotoxicity % = second read-out of MT stabilize HCS, no call of its own (marks repeat the call); toxicity, %; measured here: cytotoxicity by cell density;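 0% = mean cell density of plate MIN control wells and 100% = no cells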
Myeloid diff 2 GFP+ MAC1+ % = also measured in Myeloid diff 2; calls as there; GFP+ MAC1+ double positive, %; measured here: differentiation confirmed by MAC1 staining
An asterisk follows results filed as active; i = inactive; nt = no result given; + = active, no number.

SMILES	Dynein cargo inh	Dynein cargo inh cytoplasmic EGFP	Dynein cargo inh nuclear GR-EGFP	Dynein cargo inh cell count	Myeloid diff 2	Myeloid diff 2 GFP+ MAC1+ %	MT stabilize HCS	MT stabilize HCS Hoechst-high %	MT stabilize HCS cytotoxicity %	PMI inhibitors	TNAP activation fold	b-catenin transl	b-catenin transl cell count 5 µM	Lipid droplet	Lipid droplet cells 6.5 µM	T cell modulator	T cell modulator vesicle-bound %	Ins promoter up	Ins promoter up cell count
N#CC1CC(c2ccccc2)=NN1c1ccccc1[N+](=O)[O-] (stereo not drawn)	0.53	-0.11	0.55	0.68	nt	nt	5.9	3.5	5.6	1%	1.1	-4.0	1096	12	675	i	49	-0.8	1321
O=C(O)C1C(C(=O)Nc2ccc(Cl)cc2)C2C=CC1C21CC1 (stereo not drawn)	0.72	-0.073	0.41	0.017	i	0.4	1.8	2.3	9.9	11%	1.1	3.4	986	-8	788	i	26	-0.15	852
Cc1ccc(NC(=O)COC(=O)CN2C(=O)NC3(CCCC3)C2=O)cc1S(=O)(=O)N(C)C	0.068	-0.24	0.048	-0.35	i	0.5	2.7	2.3	8.6	-17%	0.9	-0.5	1045	8	721	i	48	0.5	1338
C=CCSC(=S)Nc1c(C)n(C)n(-c2ccccc2)c1=O	-2.1	0.013	-0.73	0.91	i	0.4	4.8	2.6	7.1	2%	1	-1.1	1106	5	620	i	12	0.38	1310
COc1ccc(CN/C(C)=C(/C#N)C(N)=O)cc1OC	-1.8	-0.15	-0.64	-0.54	i	0.4	4.1	1.7	1.9	-5%	1.1	-3.9	830	nt	nt	i	13	-0.06	1370
CCOc1ccccc1C1CC(=O)NC2=C1C(=O)CCC2 (stereo not drawn)	-0.37	-0.23	-0.049	0.55	i	1.3	58*	42*	59*	4%	1.1	22	593	nt	nt	i	56	0.47	1281
O=S(=O)(NCc1ccco1)c1ccc(S(=O)(=O)N2CCCC2)cc1	-0.74	-0.32	-0.51	1.4	i	0.1	2.8	2.0	10	nt	1.1	-0.1	1517	3	706	i	59	-0.91	1559
CCOc1cc2[nH]c(=S)n(CCCN3CCOCC3)c(=O)c2cc1OCC	0.66	-0.15	0.92	0.17	i	0.9	3.1	3.1	18	-1%	1	nt	nt	5	702	i	34	0.02	1235
CN1N=C(c2ccc(Cl)cc2)CC(c2ccc(Cl)cc2)C1=O (stereo not drawn)	-0.72	-0.37	-0.38	0.98	i	0.1	4.2	2.0	12	0%	1.1	1.5	1068	5	719	i	56	0.8	1226
COc1cc(C(=O)N2C(=O)c3cccc(N)c3C2=O)cc(OC)c1OC	-1.8	-0.33	-0.89	2	i	0.3	2.1	2.1	2.0	-6%	1	-0.4	1072	-4	687	i	43	-0.49	1277

Part of the list above, showing only Lipid droplet cells 6.5 µM.
Compound	Lipid droplet cells 6.5 µM
CN1N=C(c2ccc(Cl)cc2)CC(c2ccc(Cl)cc2)C1=O (stereo not drawn)	719
COc1cc(C(=O)N2C(=O)c3cccc(N)c3C2=O)cc(OC)c1OC	687

Taken from above.
Value for COc1cc(C(=O)N2C(=O)c3cccc(N)c3C2=O)cc(OC)c1OC under b-catenin transl: -0.4
Value for CCOc1cc2[nH]c(=S)n(CCCN3CCOCC3)c(=O)c2cc1OCC under Ins promoter up cell count: 1235
Value for CN1N=C(c2ccc(Cl)cc2)CC(c2ccc(Cl)cc2)C1=O (stereo not drawn) under T cell modulator vesicle-bound %: 56

Next section:
SMILES	Dynein cargo inh	Dynein cargo inh cytoplasmic EGFP	Dynein cargo inh nuclear GR-EGFP	Dynein cargo inh cell count	Myeloid diff 2	Myeloid diff 2 GFP+ MAC1+ %	MT stabilize HCS	MT stabilize HCS Hoechst-high %	MT stabilize HCS cytotoxicity %	PMI inhibitors	TNAP activation fold	b-catenin transl	b-catenin transl cell count 5 µM	Lipid droplet	Lipid droplet cells 6.5 µM	T cell modulator	T cell modulator vesicle-bound %	Ins promoter up	Ins promoter up cell count
Cc1cccc(OCCOCCN2CCOCC2)c1C	-0.56	-0.27	-0.53	-1.1	i	5.4	5.2	2.9	4.2	11%	1.1	-2.8	1225	-14	763	i	33	-0.04	1262
O=C(N/N=C\c1cccc(F)c1)c1ccc(Cn2cc(Br)c([N+](=O)[O-])n2)o1	0.19	0.077	0.43	-0.6	i	0.3	2.3	1.6	5.7	0%	1.1	0.1	1095	-15	735	i	63	0.08	1470
Cn1c(N)c(C(=O)COC(=O)c2ccccn2)c(=O)n(C)c1=O	-0.55	-0.16	0.081	-0.099	i	0.1	2.8	2.6	5.8	-8%	1.1	-0.5	1143	14	704	i	45	-0.33	1239
CC(C)C(=O)c1cn(CC(=O)O)c2ccccc12	2.5	-0.11	2.1	-1.9	i	0.1	1.8	1.2	2.7	-35%	1.1	2.3	1007	12	796	i	58	0.56	1479
CCn1c(/C(C#N)=N/O)nc2ccccc21	-0.79	-0.12	-0.76	0.84	i	0.8	0.9	2.2	1.5	6%	1.1	nt	nt	20	712	i	44	1.1	1051
CC(O)CCC(=O)NNC(=S)Nc1ccccc1 (stereo not drawn)	0.66	-0.072	0.32	-0.044	i	0.4	2.5	2.2	7.2	nt	1.3	0.6	1587	-4	634	i	34	nt	nt
CCc1cccc(C)c1NC(=O)C1CC=CCC1C(=O)O (stereo not drawn)	-0.15	-0.34	-0.24	1.2	i	0.1	1.7	1.4	2.1	-10%	1.1	0.2	1493	3	620	i	16	-0.11	1431
CC1(C)CC(=O)C(C=NCCN2CCN(C3CC(=O)N(c4cccc(Br)c4)C3=O)CC2)=C(O)C1 (stereo not drawn)	0.0091	-0.2	0.44	-0.32	i	0.6	2.7	1.7	9.7	1%	1.1	-0.4	1535	5	706	i	2	0.33	1457
CCN(CC(=O)NC1CCS(=O)(=O)C1)S(=O)(=O)c1ccc(C)c(C)c1 (stereo not drawn)	0.095	-0.21	-0.21	-0.097	i	0.7	1.7	2.2	2.1	-20%	0.9	0.0	883	28	670	i	36	0.8	1128
CCOC(=O)c1c(C)[nH]c(C)c1C(=O)COC(=O)/C=C/c1ccc(OC(F)F)cc1	0.82	-0.11	0.25	-0.53	+	0.4*	6.2	4.5	0.4	31%	1	0.7	1142	-29	566	i	44	0.65	1248
O=C(C1CCCN(Cc2ccncc2)C1)N1CCc2ccccc2C1 (stereo not drawn)	-0.69	-0.24	-0.18	0.59	i	0.2	2.4	3.7	1.7	19%	1.2	6.7	1397	nt	nt	i	2	0.03	1270
O=C(O)CCCCCNC(=O)c1ccncc1	0.35	-0.29	0.69	-0.84	i	0.9	4.0	2.3	8.0	14%	1.1	1.6	1382	nt	nt	i	36	-0.21	1683
O=C(CN(Cc1ccccc1F)S(=O)(=O)c1ccc(Cl)cc1)NCCCO	0.38	-0.23	0.38	-0.002	i	2.5	3.4	2.9	8.0	-2%	1.1	1.1	1170	nt	nt	i	33	-0.25	1170
c1nc(NCCN2CCOCC2)c2sc3nc(N4CCOCC4)c4c(c3c2n1)CCC4	0.065	-0.21	0.41	0.34	i	1.2	3.0	3.8	13	-5%	1.1	-6.8	978	nt	nt	i	23	-2.6	1149
NS(=O)(=O)c1ccc(NC(=S)NC2CCCCCC2)cc1	0.48	-0.19	-0.0016	-1.6	i	1.9	2.3	1.6	4.6	-4%	1	-1.0	642	-22	643	i	36	0.58	1351
CCOc1ccc(Cn2c(=O)oc3ccc(C)cc32)cc1OC	-0.42	-0.21	-0.079	0.33	i	0.3	2.0	2.7	12	-1%	1.1	-6.3	1061	nt	nt	i	21	nt	nt
O=C(COC(=O)c1ccco1)NCc1ccc2c(c1)OCO2	-0.041	-0.15	0.53	-1	i	0.2	nt	nt	nt	nt	nt	-1.0	1333	-2	716	i	45	-0.14	1076
COc1ccc(/C=C/C(=O)c2ccc(C)c([N+](=O)[O-])c2)cc1O	-0.19	-0.22	-0.16	0.25	i	0.7	3.9	2.9	4.9	23%	0.9	-0.9	1172	8	703	i	44	2.2	1533
Cc1ccc(C(=O)CSc2nc(-c3ccccc3)ccc2C#N)cc1	-2.5	15	0.12	0.47	+	4.9*	5.9	2.5	0.6	-15%	1.1	-2.3	590	1	596	i	59	2.8	1369
CN(C)c1ccc(C(=O)OCC(=O)N2CCCCCC2)cc1	-0.18	-0.23	-0.1	1	i	0.6	1.6	2.6	3.6	-12%	1.2	-3.8	1147	3	689	i	31	0.2	1156
Cc1ccc(C(=O)C(C)OC(=O)c2ccccc2[N+](=O)[O-])cc1 (stereo not drawn)	0.24	-0.23	0.35	-0.78	i	0.1	4.0	2.2	2.6	3%	1.1	nt	nt	12	682	i	48	-0.39	1525
NC(CC(=O)O)c1cccc(OCc2ccccc2)c1 (stereo not drawn)	1.1	-0.2	0.6	0.011	i	0.5	5.5	1.8	1.3	17%	1.1	-0.9	1000	-2	769	i	8	1.1	1138
